PME-1 primary: PME-1 (human) inhibition. recombinant PME-1, FP-Rh probe fluorescence polarization. inhibition, % at 5.9 µM. AID 2130. Q9Y570. 320,000 tested, 0.53% active;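 active = inhibition above the campaign mean of all compounds plus 3 SD, cut at about 26% in these data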;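 also: competitive labeling of PME-1 active site by serine hydrolase directed probe; 0% = PME-1 with DMSO and 100% = wells lacking PME-1 enzyme; inhibitors block probe labeling so polarization falls and inhibition rises; many of its hits are not listed in these tables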
TPT1 inhibitor: C. albicans TPT1 enzyme inhibition; recombinant caTPT1, FP RNA substrate dephosphorylation; inhibition, % at 5 µM; 300,000 tested, 0.81% active;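 active = inhibition above the mean of all tested compounds plus 3 SD, set per screening campaign, cut at about 24% in these data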;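 also: plate controls were DMSO alone for no effect and ferristatin control at 100 nM for full effect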
GSTO1 counter: GSTO1 inhibition, counter-screen for RBBP9 inhibitors; recombinant GSTO1, activity-based probe fluorescence polarization; inhibition, % at 5.96 µM; AID 1974; 300,000 tested, 1.1% active;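 active = inhibition above the campaign mean inhibition plus 3 SD, cut at about 35% in these data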;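 also: 0% = GSTO1-1 with DMSO and 100% = wells lacking GSTO1-1 enzyme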
MCL1 BIM primary: inhibitors of human MCL1 binding to BIM-BH3 peptide; Q07820; GST-MCL1 / FITC-Bim-BH3 fluorescence polarization; inhibition, % at 10.9 µM; 320,000 tested, 0.68% active; AID 2057;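 active = inhibition above the mean inhibition of all tested compounds plus 3 SD, set per campaign, cut at about 40% in these data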;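 also: 0% = DMSO wells and 100% = unlabeled Bim-BH3 peptide control; higher means more loss of mP so more displacement of Bim peptide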
Target sequence (Q07820 whole entry, looked up): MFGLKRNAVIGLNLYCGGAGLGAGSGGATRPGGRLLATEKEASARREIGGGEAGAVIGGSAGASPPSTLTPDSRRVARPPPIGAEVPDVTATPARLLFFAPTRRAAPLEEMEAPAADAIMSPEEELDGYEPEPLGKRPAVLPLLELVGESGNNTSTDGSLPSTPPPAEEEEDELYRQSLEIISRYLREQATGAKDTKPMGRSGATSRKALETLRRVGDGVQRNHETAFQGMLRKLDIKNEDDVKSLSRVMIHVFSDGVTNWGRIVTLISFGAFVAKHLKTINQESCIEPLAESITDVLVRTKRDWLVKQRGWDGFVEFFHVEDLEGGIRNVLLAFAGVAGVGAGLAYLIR
Fam108B inh: blocks mouse Fam108B hydrolase in RBBP9 counter-screen; inhibition, % at 9.51 µM; 300,000 tested, 0.33% active; recombinant Fam108B, FP-Rh probe fluorescence polarization; AID 1947;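 active = inhibition above the screen mean inhibition plus 3 SD, computed separately per campaign, cut at about 18% in these data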;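 also: inhibitors lower polarization as less probe binds the enzyme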
PAD4 FP inh: PAD4 (human) enzyme inhibition. recombinant PAD4, RCA probe fluorescence polarization. Q9UM07. 330,000 tested, 0.41% active. inhibition, % at 6.36 µM. AID 485272;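 active = percent inhibition above a cutoff equal to the mean of all tested compounds plus 3 SD, cut at about 15% in these data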;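 also: 0% = PAD4 with RCA probe and DMSO and 100% = probe without PAD4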
MEX-5 binding: C. elegans MEX-5 TCR-2 RNA binding activity; Q9XUB2; MEX-5/FITC-TCR2 RNA binding, fluorescence polarization; stronger effect = lower value; activity score (negative = inhibition of binding), % at 10 µM; 300,000 tested, 0.38% active; AID 1832;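 active = inhibition past about -25% in most replicates, and total fluorescence under double the plate's negative control median, limit read from the data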;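 also: 0% = DMSO and -100% = 5 µM competing unlabeled TCR2 RNA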
GLD-1 TGE inh: GLD-1-TGE RNA interaction inhibition (C. elegans); Q17339; purified GLD-1 + fluorescein TGE RNA, fluorescence polarization; inhibition, % at 5.96 µM; 320,000 tested, 0.44% active;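 active = percent inhibition above a per-plate cutoff, the plate mean of test compounds plus 3 SD, cut at about 30% in these data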;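 also: 0% = DMSO wells with GLD-1 and probe and 100% = wells lacking GLD-1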
Target sequence (Q17339 whole entry, looked up): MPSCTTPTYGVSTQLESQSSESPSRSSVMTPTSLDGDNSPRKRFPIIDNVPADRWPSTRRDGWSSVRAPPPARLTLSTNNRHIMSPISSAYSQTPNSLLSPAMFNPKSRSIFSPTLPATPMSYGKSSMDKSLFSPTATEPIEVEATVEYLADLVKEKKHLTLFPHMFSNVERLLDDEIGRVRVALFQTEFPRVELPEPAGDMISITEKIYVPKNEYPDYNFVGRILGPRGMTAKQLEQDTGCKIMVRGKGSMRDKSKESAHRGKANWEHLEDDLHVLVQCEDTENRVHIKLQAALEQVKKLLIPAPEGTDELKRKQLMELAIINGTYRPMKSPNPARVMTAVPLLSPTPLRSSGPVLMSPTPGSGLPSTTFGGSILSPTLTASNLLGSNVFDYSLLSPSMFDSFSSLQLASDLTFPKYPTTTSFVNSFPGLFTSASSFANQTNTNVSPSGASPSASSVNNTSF
Bcl-xL primary: Bcl-xL (human) inhibition | Q07817 | GST-Bcl-xL / FITC-Bim BH3 peptide fluorescence polarization | inhibition, % at 10.9 µM | 320,000 tested, 0.7% active;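 active = inhibition above the mean of all tested compounds plus 3 SD, cutoff set per campaign, cut at about 30% in these data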;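 also: 0% = DMSO wells and 100% = unlabeled Bim-BH3 peptide competitor; inhibitors lower millipolarization by displacing the labeled peptide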
Target sequence (Q07817 whole entry, looked up): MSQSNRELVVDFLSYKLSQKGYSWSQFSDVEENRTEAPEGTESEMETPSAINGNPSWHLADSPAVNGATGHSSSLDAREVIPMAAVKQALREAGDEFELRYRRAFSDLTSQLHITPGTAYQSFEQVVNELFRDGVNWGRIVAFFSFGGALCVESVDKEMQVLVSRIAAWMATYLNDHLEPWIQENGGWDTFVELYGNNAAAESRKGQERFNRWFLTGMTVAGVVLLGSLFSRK
* marks the source's active call; other numbers are inactive results; nt = not tested or not shown. An excerpt. The share of hits here may be higher or lower than overall.

#	molecule	PME-1 primary	TPT1 inhibitor	GSTO1 counter	MCL1 BIM primary	Fam108B inh	PAD4 FP inh	MEX-5 binding	GLD-1 TGE inh	Bcl-xL primary
1	COc1ccccc1CN1CC(C(=O)NCCc2ccc(C)o2)CCC1=O (configuration not stated)	-4	0	2	8	2	1	-1.7	6	6
2	Oc1ccc(-c2csc(Nc3cccc4ccccc34)n2)cc1O	9	1	62*	24	2	-21	-2.3	1	13
3	CC(Sc1cccc(C(F)(F)F)c1)C(=O)NC(N)=O (configuration not stated)	-2	-3	1	7	7	1	-2.9	-4	3
4	CCOC(=O)CCCSc1nc2sc(C)c(C)c2c(=O)[nH]1	3	-4	-13	-3	1	0	0.1	-1	-1
5	COc1cccc2sc3ccc(NCc4ccc5c(c4)OCO5)cc3c(=O)c12	14	9	6	9	2	-2	-3.3	3	13
6	O=C1c2ccccc2C(=O)N1C(CO)C(O)c1ccc([N+](=O)[O-])cc1 (configuration not stated)	1	2	3	3	-5	-2	-1.1	3	5
7	O=C(Nc1ccc(Br)cc1F)c1ccncc1	-5	-4	6	-2	4	0	-0.5	3	0
8	CC(NS(=O)(=O)c1ccccc1)C(=O)NCc1ccco1 (configuration not stated)	-3	-7	15	29	9	0	-0.8	3	20
9	CCOC(=O)CCc1c(C)nc2c(c(C)nn2-c2ccc(C)cc2)c1C	4	1	2	-3	3	1	-3.2	-11	3
10	N#C/C(=C\c1cn(Cc2ccc(F)cc2)c2ccccc12)C(=O)NCc1ccco1	-6	8	-5	-11	-4	-5	-9.3	-6	2
11	Cc1ccc(C(=O)N2CCN(C(=O)N3CCOCC3)CC2)cc1	0	-1	-8	-1	1	5	3.2	1	4
12	CCC1(CC)NC(=O)N(CC(=O)N2N=C(c3ccc(Cl)cc3)CC2c2ccco2)C1=O (configuration not stated)	3	1	-5	0	-4	2	3.0	3	-4
13	O=S(=O)(c1cccc2nonc12)N1CCN(c2ccccc2F)CC1	-7	5	14	-6	-3	-8	-1.2	-10	-4
14	Fc1cccc(-c2csc(-c3ccno3)n2)c1	-5	-3	-2	4	0	0	1.0	4	4
15	CC1CCCCC1NC(=O)CN1CCC(O)(c2ccc3c(c2)OCO3)CC1 (configuration not stated)	10	1	5	6	0	1	2.8	12	3
16	COc1ccccc1NC(=O)c1ccc2c(c1)N(CC(=O)NC(C)(C)C)C(=O)C(C)(C)O2	2	-1	2	-7	-3	-1	-0.2	-1	-1
17	O=c1[nH]c(CSc2nnc(Nc3ccccc3)s2)nc2ccccc12	-2	-1	-6	-8	-9	-1	-2.3	5	-6
18	Cc1nc2c3ccccc3[nH]c(=O)n2n1	-6	-2	5	3	3	4	-1.5	-2	-2
19	COc1ccccc1C1=CC(=O)C[C@H](c2ccc(Cl)cc2)C1	8	nt	nt	0	nt	7	nt	10	3
20	COc1ccccc1N(CC(=O)NCCSc1ccccn1)S(=O)(=O)c1ccccc1	4	-3	1	0	3	0	0.1	3	5
21	COc1ccc(N2CCN(C(=S)Nc3cc(C)ccc3C)CC2)cc1	-1	-3	-4	11	-4	5	0.9	0	5
22	Cc1ccc(NC(=O)C2CCN(C(=O)[C@@H]3Cc4ccccc4CN3)CC2)cc1	-1	1	4	1	6	3	-0.8	3	4
23	Cc1ccc(NC(=O)CSc2n[nH]c(-c3cccnc3)n2)cc1Cl	0	0	-6	-2	2	-2	-1.5	1	0
24	CCN(CC(=O)Nc1ccc(NC(C)=O)cc1)C(=O)CSc1nnc(-c2ccco2)n1CC	-1	2	11	-23	-1	4	1.2	1	-10
25	Cc1ccc2cc(C#N)c(N3CCCN(S(=O)(=O)c4ccc(F)cc4)CC3)nc2c1	-6	11	1	-1	-4	-3	1.9	3	5
26	CN(C(=O)CSc1nc(-c2ccccc2)cs1)C1CCS(=O)(=O)C1 (configuration not stated)	-5	3	19	1	4	-2	0.0	-2	2
27	c1ccc(Cc2nnc3sc(-c4ccc5c(c4)OCO5)nn23)cc1	3	-1	2	-1	6	2	-1.5	4	-1
28	CCC(C)c1ccccc1NC(=O)COC(=O)C1=COCCO1 (configuration not stated)	0	-7	-5	-2	-6	2	1.7	7	-5
29	CC(=O)c1ccc(S(=O)(=O)N2CCN(CC(=O)Nc3ccc(Cl)c([N+](=O)[O-])c3)CC2)cc1	-7	nt	nt	2	nt	6	nt	8	1
30	CCc1cc2c(-c3ccccc3)cc(=O)oc2cc1OC(=O)c1cccs1	0	-1	6	1	3	3	-0.9	-7	4
31	CC1(C)OC(C)(C)/C(=C\c2ccccc2[N+](=O)[O-])C1=O	2	-1	6	6	5	3	-1.7	1	10
32	Cc1cc(Cl)ccc1OCCCC(=O)N1CCN(S(=O)(=O)c2ccccc2)CC1	7	-1	-16	-2	-2	1	0.3	-1	5
33	Cc1cc(SCC(=O)c2ccccc2)nc(=O)[nH]1	-3	3	3	16	-1	0	-1.8	-4	10
34	Cc1cc(C)c2cccc(NC(=S)NC(=O)c3ccccc3)c2n1	-17	-4	-5	7	-15	1	-1.2	6	1
35	O=S(=O)(c1ccc2c(c1)CCCN2)N1CCCC2CCCCC21 (configuration not stated)	2	-1	4	2	-1	-1	-2.5	3	3
36	CCC(CC)NC(=O)c1nn(Cc2ccccc2)c(=O)c2ccccc12	2	3	-1	-10	1	1	0.9	-1	-3
37	COC(=O)c1c(NC(=O)COC(=O)c2ccc(C)s2)sc2c1CCCCC2	-2	-6	-8	-6	-1	-4	0.9	-7	-4
38	CCC(c1nc2ccccc2c(=O)n1-c1cccnc1)N1C(=O)c2ccccc2C1=O (configuration not stated)	-5	-3	2	10	-2	2	-0.8	3	6
39	CSCCC(NC(=O)c1ccccc1)C(=O)NCCCSc1ccccc1 (configuration not stated)	5	nt	nt	2	nt	6	nt	7	1
40	CC1(C)CC(=O)c2cnc(NCc3ccco3)nc2C1	3	-1	-1	5	8	2	nt	3	8
41	CCN1CCN(c2ccc(S(=O)(=O)N3CCOCC3)cc2NC(=O)CCOc2ccccc2)CC1	4	-2	-1	5	1	2	1.3	-1	2
42	O=C(NCC(c1cccnc1)N1CCN(c2ccccc2)CC1)c1ccc2c(c1)OCO2 (configuration not stated)	-2	-4	-2	3	-2	-2	-1.6	6	3
43	Fc1ccc(-n2c(-c3ccc4ccccc4n3)n[nH]c2=S)cc1	6	-2	-1	-11	1	2	0.0	2	-19
44	Cn1c(=O)[nH]c(=O)c2c1nc(Br)n2CCOc1ccccc1	-5	2	5	4	-2	4	-1.3	-2	6
45	CCOC(=O)N1CCC(NC(=O)c2cc(-c3ccc(OC)cc3)nc3ccccc23)CC1	7	2	6	1	-4	0	0.7	5	-2
46	CC(CC(=O)Nc1cc(S(=O)(=O)N2CCOCC2)ccc1OCC(F)(F)F)c1ccccc1 (configuration not stated)	-4	nt	nt	-7	nt	-2	nt	3	-4
47	O=C(COc1ccccc1)NCCSCc1ccco1	2	1	12	0	1	-5	1.2	-4	2
48	CCc1cccc2cc3c(N)c(C(=O)Nc4ccc(S(=O)(=O)N5CCCC5)cc4)sc3nc12	38*	39*	4	94*	54*	3	-24	61*	104*
49	Cc1cc(O)cc2c1O[C@@](C)(CCC[C@@H](C)CCC[C@@H](C)CCCC(C)C)CC2	8	-5	11	-1	14	0	nt	1	3
50	COc1ccc(OC)c(C2=CC(=O)C[C@H](c3ccc4c(c3)OCO4)C2)c1	6	nt	nt	0	nt	1	nt	-2	0
51	O=C(COC(=O)C12CC3CC(CC(C3)C1)C2)Nc1ccc(OC(F)F)cc1	-5	0	12	5	-4	0	-1.3	1	4
52	Cn1ccc(-c2ccccc2)n1	2	2	18	5	2	1	-1.3	4	5
53	CCOc1ccc(CCNC(=O)CN2C(=O)CCSc3ccccc32)cc1	-3	4	0	-1	-110	1	-0.6	3	-1
54	CC1(c2ccc3ccccc3c2)NC(=O)N(CC(=O)NCc2cccs2)C1=O (configuration not stated)	2	0	-1	-16	1	1	2.3	5	-1
55	O=C(NCC1CCCO1)C(=O)c1c[nH]c2ccccc12 (configuration not stated)	2	-1	2	6	4	1	-2.7	5	4
56	S=C(Nc1ccc(Cl)cc1)c1sc(N2CCCCC2)nc1N1CCOCC1	2	-6	5	24	-1	-2	-7.4	10	18
57	O=C(O)Cn1cnc2sc3c(c2c1=O)CCCC3	-1	-1	0	1	-1	-2	0.3	-1	9
58	CC1CCN(CC(C)OC(=O)c2ccco2)CC1 (configuration not stated)	2	-4	-6	2	2	4	1.0	-2	5
59	CCOC(=O)c1ccccc1NC(=O)COC(=O)c1c(CC)noc1C	8	0	3	-6	-3	1	0.4	7	-5
60	CSC(=S)N/N=C/c1ccc(N(C)C)cc1	4	-1	7	21	-1	3	-4.0	1	12

The results go on:
#	molecule	PME-1 primary	TPT1 inhibitor	GSTO1 counter	MCL1 BIM primary	Fam108B inh	PAD4 FP inh	MEX-5 binding	GLD-1 TGE inh	Bcl-xL primary
61	COc1ccc(N2CCN(C(=O)CSc3nnnn3C3CC3)CC2)cc1	2	nt	nt	2	nt	-4	nt	5	1
62	Cc1ccc2sc(N3CCN(CCNC(=O)c4ccco4)CC3)nc2c1C	1	-3	1	7	1	0	-1.0	2	2
63	CCOc1ccccc1N1CCN(C(=O)c2ccc3[nH]c4c(c3c2)CCCC4)CC1	10	2	1	-39	5	2	-1.3	5	-28
64	Cc1ccc(S(=O)(=O)N(C)CCCC(=O)n2nc(C)cc2C)cc1	7	0	-6	9	2	2	1.1	7	5
65	O=C(CNC(=S)N(CCCN1CCOCC1)Cc1cccs1)NCc1ccccc1Cl	-3	-1	-3	-6	-2	4	2.2	8	2
66	Cc1nccn1CC(O)COc1ccc([N+](=O)[O-])cc1 (configuration not stated)	3	1	-3	-2	-6	-7	3.8	-11	1
67	O=C(O)c1ccc(NC(=O)c2cc3ccccc3o2)cc1	-9	1	1	5	6	-5	0.9	11	9
68	Cc1cc(NC(=O)c2ccc(C#N)cc2)on1	-15	0	-1	0	2	-7	0.3	2	-6
69	Cc1cc(C)c2[nH]c(O)c(N=NC(=S)NCC3CCCO3)c2c1 (configuration not stated)	-3	-4	3	5	5	1	-1.9	5	6
70	CCOC(=O)CNc1nc(Cl)nc(Nc2ccccc2)n1	-6	1	-2	-4	1	-6	1.1	-2	-2
71	Cn1nc([N+](=O)[O-])nc1N1CCOCC1	4	-2	4	17	1	4	-1.2	2	4
72	COc1cccc(NC(=O)c2ccc[n+](C)c2)c1	3	-6	5	-19	4	-2	3.0	-2	-19
73	COC(=O)c1cc(NC(=O)CN(c2ccccc2OC)S(=O)(=O)c2ccccc2)ccc1Cl	-22	6	-14	-2	-25	0	1.4	5	2
74	CCOCCn1c(=NC(=O)c2cc3ccccc3oc2=O)sc2cc(S(N)(=O)=O)ccc21	-5	0	1	-3	-7	-4	0.2	4	6
75	COCCNC(=S)Nc1ccc2nc(N3CCN(C)CC3)cc(C)c2c1	-4	-2	-9	16	10	1	1.4	0	6
76	O=C1c2ccccc2C(=O)C1(O)O	1	nt	nt	4	nt	11	nt	0	6
77	CCn1c(CNC(=O)c2ccc3c(c2)OCO3)nnc1SCC(=O)Nc1cc(C)ccc1OC	0	6	1	-9	2	3	-0.6	10	0
78	C=CCNC(=S)NNC(=O)c1ccc(OCCCC)cc1	7	-4	-3	2	-2	3	-3.5	10	4
79	O=S(=O)(Nc1cccc(-n2cnnn2)c1)c1ccccc1	-7	0	0	-2	0	-3	0.6	0	0
